Her2 expr inh: lowers expression of human Her2 kinase; SKBR-3 HER2 protein level, AlphaScreen, 18-24 h; hits give low values; 0.69% of 65,000 active; P04626; HER2 level % of control, % at 10 µM;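 active = HER2 level under 5% of the carrier-only control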;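 note: 100% = DMSO carrier and 0% = 500 nM PU-H71 HSP90 inhibitor; lower value means stronger loss of Her2 protein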
Target sequence (P04626 whole entry, looked up): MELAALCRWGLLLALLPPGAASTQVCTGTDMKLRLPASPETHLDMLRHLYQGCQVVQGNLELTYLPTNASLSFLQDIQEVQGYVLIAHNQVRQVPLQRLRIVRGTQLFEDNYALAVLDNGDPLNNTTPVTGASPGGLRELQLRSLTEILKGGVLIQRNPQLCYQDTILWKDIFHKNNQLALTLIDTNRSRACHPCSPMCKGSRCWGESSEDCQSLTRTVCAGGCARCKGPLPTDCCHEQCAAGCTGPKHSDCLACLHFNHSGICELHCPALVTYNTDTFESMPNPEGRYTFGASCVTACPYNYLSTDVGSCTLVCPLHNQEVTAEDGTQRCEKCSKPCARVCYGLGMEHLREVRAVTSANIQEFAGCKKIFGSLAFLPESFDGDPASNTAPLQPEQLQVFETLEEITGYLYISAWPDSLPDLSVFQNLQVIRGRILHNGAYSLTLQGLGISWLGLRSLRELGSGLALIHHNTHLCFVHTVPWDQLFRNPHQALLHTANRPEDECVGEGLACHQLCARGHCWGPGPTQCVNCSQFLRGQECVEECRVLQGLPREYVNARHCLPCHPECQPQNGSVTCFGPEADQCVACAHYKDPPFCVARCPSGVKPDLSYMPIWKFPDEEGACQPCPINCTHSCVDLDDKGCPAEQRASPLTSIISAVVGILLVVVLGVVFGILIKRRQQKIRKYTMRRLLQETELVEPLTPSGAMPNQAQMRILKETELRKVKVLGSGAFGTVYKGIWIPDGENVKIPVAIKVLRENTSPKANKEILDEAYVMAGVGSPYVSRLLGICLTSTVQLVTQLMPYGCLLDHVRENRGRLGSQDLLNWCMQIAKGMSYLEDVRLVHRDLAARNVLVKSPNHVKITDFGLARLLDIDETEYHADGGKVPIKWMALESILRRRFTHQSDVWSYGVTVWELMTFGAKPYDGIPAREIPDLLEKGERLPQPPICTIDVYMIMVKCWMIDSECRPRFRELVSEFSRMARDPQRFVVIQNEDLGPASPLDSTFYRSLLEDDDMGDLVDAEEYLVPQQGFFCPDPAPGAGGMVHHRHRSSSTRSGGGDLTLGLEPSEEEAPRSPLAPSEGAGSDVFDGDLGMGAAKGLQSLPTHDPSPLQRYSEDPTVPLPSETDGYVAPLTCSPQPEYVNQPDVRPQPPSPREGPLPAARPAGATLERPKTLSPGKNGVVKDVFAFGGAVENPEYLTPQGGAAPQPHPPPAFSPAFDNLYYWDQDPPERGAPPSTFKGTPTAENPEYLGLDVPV
D1 allo mod: D1 dopamine receptor (human) allosteric modulation; B-score at 10 µM; AID 641; 5.9% of 58,000 active; HEK293 D1, CRE-luciferase, dopamine EC30 potentiation; actives deviate in either direction;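 active = luminescence count or its row- and column-corrected plate score outside the 99.7% band of the plate's sample wells, on either side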
SF1 activator: SF-1 (human) activation; Q13285; CHO-K1 Gal4-SF-1 LBD luciferase reporter; % increase over DMSO SF-1-specific signal; activation, % at 10 µM; 1.9% of 65,000 active;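 active = activation above the mean activation of all tested compounds plus 3 SD, cut at about 50% in these data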
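Test system: CHO-K1 cells co-transfected with Gal4 DBD–human SF-1 LBD, 5xGal4 luciferase reporter. Quantity: 4,000 cells per well. Compound: 10 µM only. Incubation: compound added 1 h post-seeding, 20 h exposure at 37 °C, 5% CO2. Detection: SteadyLite luciferase luminescence. Replication: one test per compound.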
Hsp90 inh: displaces geldanamycin probe from tumor Hsp90. 0.35% of 64,000 active. inhibition, % at 30 µM. NCI-N417 lysate Hsp90, Cy3B-geldanamycin FP displacement;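 active = inhibition above 50%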;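 note: 0% = tracer plus lysate wells and 100% = tracer alone without lysate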
RORA act: activates the human nuclear receptor RORA; AID 560; 1.5% of 65,000 active; CHO-K1 Gal4-RORA LBD luciferase reporter, luminescence; percent increase over mock-subtracted basal signal; activation, % at 10 µM;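 active = activation above the mean of all tested compounds plus 3 SD, cut at about 49% in these data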;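 note: 0% = DMSO-treated RORA cells and 100% = added signal equal to DMSO minus mock-transfected cells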
FXIIa inh mix: inhibitors of human coagulation factor XIIa, pooled mixtures; P00748; purified FXIIa, fluorogenic substrate; inhibition, % at 5 µM; 0.2% of 62,000 active; AID 684; in the data active = inhibition above about 20%, passing the limit was not always enough;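 note: 0% = enzyme without compound and 100% = no enzyme blank; some results filed as inactive read as strong as hits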
Cdc25B block: human M-phase inducer phosphatase 2 inhibition. recombinant Cdc25B, OMFP fluorescence Ex485/Em525. 0.1% of 65,000 active. P30305. inhibition, %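 (compounds tested at 10 µM final in the well)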; in the data active = inhibition above about 50%
TNAP act DEA: activators of human TNAP at intermediate phosphate acceptor; activation factor at 20 µM; P05186; purified TNAP, CDP-star luminescence, 100 mM DEA, 30 min; hits give high values; scale: 0 levamisole-inhibited, 1 vehicle-only enzyme; AID 813; 64,000 tested, under 10 active;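 active = activation factor of at least 2 at 20 µM, relative to controls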
DUSP1 inh: blocks human MKP-1 phosphatase activity | inhibition, %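 (compounds tested at a single concentration somewhere between 10 and 100 µM)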 | 0.15% of 65,000 active | AID 374 | recombinant MKP-1, OMFP hydrolysis fluorescence;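 active = inhibition above about 50%, limit read from the data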;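 note: 0% = DMSO max control wells and 100% = wells with enzyme stopped by NaOH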
Starred values were filed as active, the others as inactive.

Screening CC(=O)N1CCN(c2ccc(Oc3ncnc4sccc34)cc2)CC1 returned Her2 expr inh 94, D1 allo mod -0.56, SF1 activator -1, Hsp90 inh 0, RORA act -8, FXIIa inh mix 1, Cdc25B block -3, TNAP act DEA 1 and DUSP1 inh 23.
Screening O=C(CN(C(=O)CSc1nnc(COc2ccccc2)o1)c1ccc(F)cc1)NC1CCCC1 returned Her2 expr inh 96, D1 allo mod 0.85, SF1 activator 4, Hsp90 inh 0, RORA act 5, FXIIa inh mix 7, Cdc25B block 7, TNAP act DEA 1 and DUSP1 inh -2.
Cc1ccc2oc(=O)cc(CN3CCOCC3)c2c1 was read as Her2 expr inh 102, D1 allo mod 1.4, SF1 activator 25, Hsp90 inh 2, RORA act 5, FXIIa inh mix 2, Cdc25B block -9, TNAP act DEA 1 and DUSP1 inh -22.
Screening Cc1ccccc1-c1nc(CS(=O)CC(=O)NCCN2CCOCC2)c(C)o1 (configuration not stated) returned Her2 expr inh 98, D1 allo mod -0.87, SF1 activator 2, Hsp90 inh -3, RORA act -5, FXIIa inh mix 0, Cdc25B block -4, TNAP act DEA 1 and DUSP1 inh 8.
COC(=O)CCC(=O)c1oc2ccccc2c1N was read as Her2 expr inh 98, D1 allo mod 1.6, SF1 activator -12, Hsp90 inh 0, RORA act -16, FXIIa inh mix 1, Cdc25B block 15, TNAP act DEA 0.9 and DUSP1 inh -23.
For O=C1c2ccccc2C(Nc2ccc(F)c(Cl)c2)N1Cc1ccco1 (configuration not stated) the results were Her2 expr inh 92, D1 allo mod 3.4, SF1 activator 0, Hsp90 inh -3, RORA act 8, FXIIa inh mix -16, Cdc25B block 6, TNAP act DEA 0.8 and DUSP1 inh 7.
Screening CCN(CC(=O)NCc1cccs1)c1nnnn1-c1ccccc1 returned Her2 expr inh -26*, D1 allo mod 0.52, SF1 activator -7, Hsp90 inh -4, RORA act -19, FXIIa inh mix 8, Cdc25B block -17, TNAP act DEA 0.9 and DUSP1 inh -7.
Screening CCOC(=O)C(NCc1ccccc1OC)(NC(C)=O)C(F)(F)F (configuration not stated) returned Her2 expr inh 89, D1 allo mod -1.1, SF1 activator -8, Hsp90 inh 1, RORA act -2, FXIIa inh mix -3, Cdc25B block -1, TNAP act DEA 0.9 and DUSP1 inh -3.
For CC(C)CCn1cnc2c(cnn2-c2ccc(F)cc2)c1=O the results were Her2 expr inh 98, SF1 activator 40, Hsp90 inh -2, RORA act 18, FXIIa inh mix -15, Cdc25B block -7, TNAP act DEA 0.9 and DUSP1 inh 3.
Screening Cc1cc(C)n2ncc(C(=O)Nc3ccc4c(c3)OCO4)c2n1 returned D1 allo mod -0.076, SF1 activator 4, Hsp90 inh -3, RORA act 5, FXIIa inh mix -14, Cdc25B block -11, TNAP act DEA 0.9 and DUSP1 inh 7.
Screening Cn1c(C(=O)NCCCN2CCOCC2)cc2c(=O)n(C)c3ccccc3c21 returned Her2 expr inh 89, D1 allo mod -0.3, SF1 activator -7, Hsp90 inh -3, RORA act 2, FXIIa inh mix -17, Cdc25B block 8, TNAP act DEA 0.8 and DUSP1 inh 0.
For COc1ccc(N(CC(=O)Nc2cccc(C)c2)S(=O)(=O)c2c(C)n[nH]c2C)cc1 the results were Her2 expr inh 79, SF1 activator -10, Hsp90 inh 0, RORA act 1, FXIIa inh mix 7, Cdc25B block 2, TNAP act DEA 1 and DUSP1 inh -3.
`O=C1C2ON(c3ccccc3)C(c3ccncc3)C2C(=O)N1c1ccc(N2CCOCC2)cc1` (configuration not stated) gave Her2 expr inh 113, D1 allo mod 0.29, SF1 activator 9, Hsp90 inh -2, RORA act -9, FXIIa inh mix 10, Cdc25B block -4, TNAP act DEA 1 and DUSP1 inh 6.
For O=C(c1ccco1)[C@@H]1[C@@H]2C(=O)N(c3ccccc3)C(=O)[C@@H]2C2c3ccccc3C=CN21 (some centres not stated) the results were Her2 expr inh 107, D1 allo mod 0.97, SF1 activator 8, Hsp90 inh -7, RORA act 16, FXIIa inh mix 0, Cdc25B block 7, TNAP act DEA 1 and DUSP1 inh 30.
COC(=O)c1ccc(CSc2nnc(CNC(=O)c3ccccc3F)o2)o1 was read as Her2 expr inh 116, D1 allo mod 0.43, SF1 activator -7, Hsp90 inh -6, RORA act -22, FXIIa inh mix 2, Cdc25B block -6, TNAP act DEA 0.9 and DUSP1 inh 0.
`O=C(CSc1nnc(-c2ccncc2)n1C1CCCCC1)Nc1ccccc1` gave Her2 expr inh 110, D1 allo mod -0.091, SF1 activator -21, Hsp90 inh -1, RORA act -3, FXIIa inh mix 3, Cdc25B block 2, TNAP act DEA 0.9 and DUSP1 inh 0.
CCN(CC)CCCN1C(=O)C(=O)/C(=C(/O)c2ccc3c(c2)OCCO3)C1c1ccc(C)o1 (configuration not stated) was read as Her2 expr inh 87, D1 allo mod 2.3*, SF1 activator 12, Hsp90 inh -8, RORA act 24, FXIIa inh mix 2, Cdc25B block 4, TNAP act DEA 0.9 and DUSP1 inh -12.
For Cc1ccc(NC(=O)C2CCN(S(=O)(=O)c3cccc4nonc34)CC2)nc1 the results were Her2 expr inh 93, D1 allo mod 0.16, SF1 activator 15, Hsp90 inh -4, RORA act 19, FXIIa inh mix 1, Cdc25B block -17, TNAP act DEA 0.9 and DUSP1 inh 2.
CCOc1ccc2[nH]c(=O)c(CN(Cc3cccnc3)C(=O)Nc3ccccc3OC)cc2c1 was read as Her2 expr inh 89, D1 allo mod 0.56, SF1 activator -2, Hsp90 inh -5, RORA act -19, FXIIa inh mix 2, Cdc25B block -17, TNAP act DEA 1 and DUSP1 inh 28.
`CC(=O)c1cc(F)c(N2CCN(C(=O)c3ccco3)CC2)cc1C` gave Her2 expr inh 81, D1 allo mod -0.45, SF1 activator 9, Hsp90 inh -7, RORA act 0, FXIIa inh mix 1, Cdc25B block -6, TNAP act DEA 0.9 and DUSP1 inh -2.
For CCOC(=O)c1c(CN2CCOCC2)oc2ccc(OC)cc12 the results were Her2 expr inh 82, D1 allo mod -0.43, SF1 activator 1, Hsp90 inh 1, RORA act 7, FXIIa inh mix 2, Cdc25B block -10, TNAP act DEA 1 and DUSP1 inh -6.
For COc1ccc(-n2c(N)c(-c3nc4ccccc4n3C)sc2=S)cc1 the results were Her2 expr inh 93, D1 allo mod -1.1, SF1 activator 11, Hsp90 inh 0, RORA act 5, Cdc25B block -7 and DUSP1 inh 1.
For COc1cccc(C(=O)Nc2ccc(S(=O)(=O)NCc3ccco3)cc2)c1 the results were Her2 expr inh 91, D1 allo mod 0.17, SF1 activator -3, Hsp90 inh -7, RORA act -18, FXIIa inh mix 11, Cdc25B block -10, TNAP act DEA 0.9 and DUSP1 inh -1.
O=C(Cc1ccccc1)CC1(O)C(=O)Nc2ccccc21 (configuration not stated) was read as Her2 expr inh 102, D1 allo mod 0.28, SF1 activator -5, Hsp90 inh -9, RORA act -4, FXIIa inh mix 31, Cdc25B block -7, TNAP act DEA 1 and DUSP1 inh 2.
`Cc1[nH]c(=O)[nH]c1C(=O)CCCCC(=O)OCC(=O)Nc1ccccn1` gave Her2 expr inh 61, D1 allo mod 0.19, SF1 activator -6, Hsp90 inh -7, RORA act 10, FXIIa inh mix -9, Cdc25B block -2, TNAP act DEA 0.9 and DUSP1 inh -22.
For COC(=O)C1CCN(S(=O)(=O)c2c(C)n(C)c(=O)n(C)c2=O)CC1 the results were Her2 expr inh 98, D1 allo mod 1.4*, SF1 activator -5, Hsp90 inh -3, RORA act -23, FXIIa inh mix 7, Cdc25B block -2, TNAP act DEA 0.9 and DUSP1 inh 3.
`COc1ccc(NC(=O)COC(=O)c2ccc(N3CCCC3=O)cc2)cc1OC` gave Her2 expr inh 115, D1 allo mod 0.25, SF1 activator -4, Hsp90 inh -2, RORA act -12, FXIIa inh mix 2, Cdc25B block -7, TNAP act DEA 1 and DUSP1 inh 25.
Screening Cc1cc(OCCCC(=O)N2CCCCC2)cc(C)c1Cl returned Her2 expr inh 98, D1 allo mod -0.94, SF1 activator -6, Hsp90 inh -4, RORA act 5, FXIIa inh mix 0, Cdc25B block -6, TNAP act DEA 1 and DUSP1 inh -10.
COc1ccc(NC(=O)CCCN2C(=O)C3C4C=CC(C4)C3C2=O)c(OC)c1 (configuration not stated) was read as Her2 expr inh 87, D1 allo mod -0.1, SF1 activator 6, Hsp90 inh -9, RORA act 1, FXIIa inh mix 7, Cdc25B block -3, TNAP act DEA 0.9 and DUSP1 inh 3.
`CC(=O)N(c1ccc(C)cc1)C1C=CS(=O)(=O)C1` (configuration not stated) gave Her2 expr inh 120, D1 allo mod 0.0098, SF1 activator 0, Hsp90 inh -3, RORA act 13, FXIIa inh mix 5, Cdc25B block -18, TNAP act DEA 1 and DUSP1 inh 0.
Screening Cc1cc(=O)n2[nH]c(N3C(=O)CCC3=O)nc2n1 returned Her2 expr inh 75, SF1 activator -5, Hsp90 inh -1, RORA act 3, Cdc25B block 2, TNAP act DEA 0.9 and DUSP1 inh -2.
For CN1C(=O)N(C)C2(c3ccccc3)Nn3c(s/c(=C/c4ccco4)c3=O)=NC12c1ccccc1 (configuration not stated) the results were Her2 expr inh 83, D1 allo mod -0.13, SF1 activator -4, Hsp90 inh -1, RORA act -14, FXIIa inh mix -18, Cdc25B block 10, TNAP act DEA 1 and DUSP1 inh -3.
Screening COc1ccc(-c2nc(SCC(=O)N3CCOCC3)n[nH]2)cc1 returned Her2 expr inh 106, D1 allo mod -0.14, SF1 activator 11, Hsp90 inh -3, RORA act 8, FXIIa inh mix 16, Cdc25B block -7, TNAP act DEA 0.7 and DUSP1 inh 18.
For CCSc1nnc(NC(=O)c2cccnc2)s1 the results were Her2 expr inh 95, D1 allo mod 0.75, SF1 activator 13, Hsp90 inh -3, RORA act 41, FXIIa inh mix 5, Cdc25B block -3, TNAP act DEA 0.9 and DUSP1 inh -8.
Screening CCn1ncc(C2=NOC(C(=O)Nc3cnn(C45CC6CC(CC(C6)C4)C5)c3)C2)c1C (configuration not stated) returned Her2 expr inh 84, D1 allo mod 1.3, SF1 activator 4, Hsp90 inh 1, RORA act 0, FXIIa inh mix 4, Cdc25B block -4, TNAP act DEA 0.9 and DUSP1 inh 30.
CCC(=O)c1ccc(OCC(O)CN2CC(C)OC(C)C2)cc1 (configuration not stated) was read as Her2 expr inh 96, D1 allo mod -0.29, SF1 activator 7, Hsp90 inh 1, RORA act 2, FXIIa inh mix 3, Cdc25B block -6, TNAP act DEA 1 and DUSP1 inh 8.
For Cc1c(N2C(=O)c3ccc4c5c(ccc(c35)C2=O)CC4)c(=O)n(-c2ccccc2)n1C the results were Her2 expr inh 110, D1 allo mod 0.3, SF1 activator -3, Hsp90 inh 1, RORA act -6, FXIIa inh mix 6, Cdc25B block 3, TNAP act DEA 0.9 and DUSP1 inh 13.
`O=C(CSc1ncn[nH]1)Nc1nc(-c2ccccc2)ns1` gave Her2 expr inh 74, D1 allo mod 0.014, SF1 activator 55*, Hsp90 inh -12, RORA act 38, FXIIa inh mix -18, Cdc25B block -8, TNAP act DEA 1 and DUSP1 inh 7.

Gathered by group, the compounds so far with two or more sulfur atoms (3)
For COc1ccc(-n2c(N)c(-c3nc4ccccc4n3C)sc2=S)cc1 the results were Her2 expr inh 93, D1 allo mod -1.1, SF1 activator 11, Hsp90 inh 0, RORA act 5, Cdc25B block -7 and DUSP1 inh 1.
For CCSc1nnc(NC(=O)c2cccnc2)s1 the results were Her2 expr inh 95, D1 allo mod 0.75, SF1 activator 13, Hsp90 inh -3, RORA act 41, FXIIa inh mix 5, Cdc25B block -3, TNAP act DEA 0.9 and DUSP1 inh -8.
`O=C(CSc1ncn[nH]1)Nc1nc(-c2ccccc2)ns1` gave Her2 expr inh 74, D1 allo mod 0.014, SF1 activator 55*, Hsp90 inh -12, RORA act 38, FXIIa inh mix -18, Cdc25B block -8, TNAP act DEA 1 and DUSP1 inh 7.

Screening data from PubChem BioAssay.
